High-throughput results: PubChem, Southern Research Specialized Biocontainment Screening Center
M. tuberculosis = growth inhibition of non-replicating M. tuberculosis (AID 488890); Mycobacterium tuberculosis non-replicating, growth inhibition; higher % means a stronger effect; inhibition, % at 25 µM; hits with a dose series show IC50 in µM; actives 0.39% (n = 320,000); in the data active means a potency from the dose series; inconclusive means inhibition mostly from about 82% at the one dose, without a potency; inactive means the rest, 99 in 100 with inhibition below about 76%;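 further: plate controls were DMSO cells for no effect and high antibiotic wells for full effect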
influenza NS1A = H1N1 influenza NS1A inhibitors, functional cell based assay (AID 504329). actives 0.3% (n = 340,000). NS1A functional cell-based assay, percent inhibition; higher % means a stronger effect. one-dose inhibition, % at 12.5 µM; IC50 in µM for titrated hits; in the data active means a potency from the dose series; inconclusive means inhibition above about 27% without an active follow-up result; further: strong numbers were not always called active
PhoP GFP inhibition = PhoP regulon inhibitors, Salmonella typhi PhoP promoter GFP reporter, confirmatory (AID 1850); Salmonella Typhi PhoP-promoter GFP reporter, fluorescence, 4 h; higher % means a stronger effect; actives 0.33% (n = 310,000); inhibition, % at 50 µM; hits with a dose series show IC50 in µM; in the data active means a potency from the dose series; inconclusive means inhibition mostly from about 25% at the one dose, without a potency; inactive means the rest, 99 in 100 with inhibition below about 19%;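 further: 0% = induced wells with vehicle and 100% = uninduced wells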
inhibitors of VEEV = inhibitors of VEEV TC-83 cytopathic effect, confirmation, Vero cells (AID 588727). inhibition, % at 20 µM, or IC50 in µM where a hit was titrated. actives 0.13% (n = 350,000). Vero cells, VEEV TC-83 cytopathic effect inhibition; higher % means a stronger effect; in the data active means a potency from the dose series; inconclusive means inhibition mostly from about 14% at the one dose, without a potency; inactive means the rest, 99 in 100 with inhibition below about 12%; further: strong numbers were not always called active
H37Rv inhibition = M. tuberculosis growth inhibition, HTS (AID 449762); M. tuberculosis H37Rv growth inhibition, 7H9 media; higher % means a stronger effect; inhibition, % at 25 µM, or IC50 in µM where a hit was titrated; actives 0.59% (n = 330,000); in the data active means a potency from the dose series; inconclusive means inhibition above about 70% without an active follow-up result;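 further: bacterial growth assessed after seven days of incubation; strong numbers were not always called active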
inhibitors of VEEV 10K pilot screen = second read-out of inhibitors of VEEV, no call of its own (marks repeat the call); inhibition, %; measured here: 10K pilot screen inhibition
Starred values were filed as active, the others as inactive; i = inactive; ? = inconclusive; . = no result given.

SMILES	M. tuberculosis	influenza NS1A	PhoP GFP inhibition	inhibitors of VEEV	H37Rv inhibition	others
CSc1sc(C)cc1C=O	-4%	4%	8%	0.4%	0%
CCN(CC)c1ccc(NC(=O)c2cc(Cl)ccc2OC)cc1	59%	9%	-3%	3.1%	22%
Cc1cccc(NC(=S)Nc2ccc(Br)cc2)c1	?	11%	-1%	1.7%	8%
CCN1CCN(CCCNc2ncnc3nc[nH]c23)CC1	.	8%	9%	0.1%	0%
COc1ccc(OC)c(NC(=O)C(C)OC(=O)c2cc3ccccc3[nH]2)c1 (configuration not stated)	.	5%	.	3.6%	.
CCOC(=O)c1ccccc1NC(=O)Cc1ccc(OC)c(S(=O)(=O)N2CCOCC2)c1	4%	-10%	.	8.6%	-6%
Cc1cc(N2CCOCC2)nc(-c2ccccc2O)n1	16%	-3%	-2%	0.2%	3%
CC(CNS(=O)(=O)c1ccccc1)(c1ccccc1)N1CCOCC1 (configuration not stated)	-8%	3%	-5%	0.5%	2%
COc1ccccc1/C=C/C=NC1C(=O)N(c2ccccc2)[N+](C)=C1C (configuration not stated)	-2%	-19%	6%	0.5%	-2%
CCc1cc[n+](-c2nc([O-])sc2C=O)cc1	10%	-7%	-50%	1.0%	3%
CCC(C)c1ccccc1NC(=O)CN(C)CC(=O)Nc1ccccc1SC (configuration not stated)	22%	1%	3%	i	-2%
CC1(CNC(=O)C(=O)NCC2(C)CO2)CO1 (configuration not stated)	.	2%	.	2.0%	.
COc1cccc(NC(=O)C(Sc2nnc(-c3ccncc3)n2-c2ccc(Cl)cc2)c2ccccc2)c1 (configuration not stated)	21%	-5%	0%	4.4%	?
COc1ccccc1NC(=O)CSc1nnnn1C1CCCC1	.	7%	.	0.8%	.
O=C(NCC1CCCO1)c1ccc2c(=O)n(Cc3ccc(Cl)cc3)c(=S)[nH]c2c1 (configuration not stated)	-20%	-1%	-3%	i	-11%
COc1ccc(C(=O)NCC(=O)N/N=C/c2cn(C)c3ccccc23)cc1OC	26%	-5%	-7%	2.3%	-9%
O=C(Nc1ccccc1Cl)OC1CCCCC1	-5%	3%	4%	0.5%	6%
Cc1ccccc1NC(=O)/C=C1\SC(=O)NC1=O	14%	0%	7%	1.5%	68%
CCCn1c2ccccc2c2cc(C(=O)O)ccc21	63%	-5%	.	0.5%	7%
CCCCNC(=O)C1CCN(c2nc(C)cc(C)n2)CC1	-4%	-7%	1%	0.6%	1%
O=C(NC(=S)Nc1ccc(N2CCOCC2)cc1)c1ccco1	52%	1%	-3%	0.2%	-7%
Cc1c(CC(=O)NCCCCCC(=O)O)c(=O)oc2cc3c(cc12)CCC(C)(C)O3	-4%	-13%	7%	1.3%	-5%
CC(=O)Nc1ccc(S(=O)(=O)Nc2nnc(Cc3ccc(Cl)cc3)s2)cc1	14%	7%	-19%	i	7%
Cc1cccc(CNC(=O)Cn2ccc3cc(S(=O)(=O)N4CCCC4)ccc32)c1	1%	-3%	1%	0.8%	-2%
O=c1c2cc([N+](=O)[O-])cc([N+](=O)[O-])c2[nH]n1-c1ccccc1	.	10%	0%	0.3%	6%
CC(C)OCCCNC(=O)C1CCC(CNS(=O)(=O)c2ccc(Cl)cc2)CC1 (configuration not stated)	7%	16%	6%	0.3%	-1%
CC(NC(=O)C1CCCN(S(=O)(=O)N2CCOCC2)C1)c1ccccc1 (configuration not stated)	-8%	-7%	1%	2.0%	5%
COc1ccc(-n2nc(C(=O)NCC(=O)N3CCN(c4ccccc4F)CC3)c3ccccc3c2=O)cc1	-9%	-3%	4%	6.3%	3%
C=CCN(CC=C)C(=O)c1cc(Cl)ccc1[N+](=O)[O-]	-4%	-5%	-6%	2.3%	2%
CCOC(=O)Cn1nc(-c2ccc(C)cc2)c2ccccc2c1=O	18%	-1%	-9%	0.4%	17%
C=CCOc1ccc(/C=C/C(=O)OCC(=O)NCC2CCCO2)cc1 (configuration not stated)	43%	-16%	0%	1.1%	99µM*
NC(=O)c1ccccc1OCC(=O)NC12CC3CC(CC(C3)C1)C2	31%	2%	0%	4.6%	-6%
CC1CCCCC1NC(=O)CCS(=O)(=O)c1cc2c(cc1Cl)NC(=O)CO2 (configuration not stated)	6%	-9%	-2%	0.6%	0%
CCOCCCNc1nc(-c2ccccc2)nc2ccccc12	43%	-2%	-5%	1.7%	21%
CC(C)N(C(=O)c1ccc2nc(-c3ccccc3)c(-c3ccccc3)nc2c1)C(C)C	50%	1%	-6%	1.1%	21%
C[C@@H]1CN(c2c(F)c(F)c3c(=O)c(C(=O)O)cn(C4CC4)c3c2F)C[C@H](C)N1	.	-2%	.	2.2%	.
Cc1nnc(SCC(=O)N2CC(C)OC(C)C2)n1-c1ccccc1 (configuration not stated)	-3%	-4%	-4%	1.8%	8%
CCOC(=O)c1c(NC(=O)C2CCCO2)sc2c1CCC2 (configuration not stated)	-2%	5%	9%	i	7%
O=C(NCc1ccncc1)c1ccc(OCc2ccccc2)cc1	39%	1%	-5%	i	11%
COc1ccc(NC(=O)CSc2nccn2-c2ccccc2)c(OC)c1	9%	2%	1%	1.8%	-7%
O=C(c1cccc(F)c1)N1CCc2ccccc21	16%	-9%	7%	0.6%	1%
Cc1ccc(C)c(CN2CCC(CNC(=O)Nc3ccc(Br)cc3F)CC2)c1	?	-12%	6%	36%	58%
COc1ccc(C(=O)NC(Nc2ccc(C)cc2)C(Cl)(Cl)Cl)cc1 (configuration not stated)	-4%	-3%	-19%	0.3%	10%
CCOC(=O)C[C@H]1c2cc(C(F)(F)F)ccc2S(=O)(=O)N1C(C)C	-7%	12%	-1%	0.3%	-1%
COc1cc(NC(=O)CCc2c(C)noc2C)c(Cl)cc1C(=O)O	3%	-11%	.	i	2%
CCN(CC)C(=O)CSc1nc2cc3c(cc2c(=O)n1Cc1ccco1)OCO3	-4%	3%	8%	2.1%	-8%
O=C1c2ccccc2NC(c2c(Cl)cccc2Cl)N1Cc1ccccc1 (configuration not stated)	11%	-13%	8%	6.1%	5%
CCOC(=O)CNC(=S)N(CCCN1CCCCCC1)Cc1cccs1	1%	6%	-9%	i	1%	inhibitors of VEEV 10K pilot screen=0.0
O=[N+]([O-])c1cc(/C=N/O)ccc1Oc1cccc(Cl)c1	49%	5%	1%	0.8%	10%
Cc1cccc(-n2c(O)c(/C=N/N3CCOCC3)c(=O)[nH]c2=S)c1	15%	-4%	-2%	3.5%	-7%
CCN1C(=O)c2ccccc2S(=O)c2ccc(C(=O)N3CCCCCC3)cc21 (configuration not stated)	1%	0%	0%	1.1%	-4%
CC(C)C(NC(=O)c1ccccc1NC(=O)C(C)(C)C)C(=O)N1CCOCC1 (configuration not stated)	-8%	-18%	.	1.1%	5%
COc1ccc(CCN(C)C2CCCN(C(=O)CCSC)C2)cc1OC (configuration not stated)	-3%	-3%	7%	0.1%	2%
Cc1ccccc1NC(=O)COC(=O)Cc1cccc(C(F)(F)F)c1	22%	-6%	1%	0.5%	0%
COC(=O)c1ccc(S(=O)(=O)N2CCN(C(c3ccccc3)c3ccccc3)CC2)n1C	33%	8%	4%	4.4%	0%
C=CCC1C=C(C)CC(CC=C)N1 (configuration not stated)	-4%	-8%	-12%	0.6%	-4%
CC(CNC(=O)Cn1cnc2c(OCc3ccccc3)ncnc21)c1ccccc1 (configuration not stated)	18%	-7%	.	0.9%	5%
Cc1ccc(-c2cc(C(=O)Nc3cccnc3)[nH]n2)c(O)c1C	3%	-29%	11%	5.2%	2%
O=C(O)C1(c2cccc(Cl)c2)CCC1	-2%	0%	-7%	1.4%	-3%
O=C(CC(c1ccccc1)(c1ccccc1)c1ccccc1)N[C@@H](Cc1ccc(O)cc1)C(=O)O	-1%	-4%	6%	0.4%	0%

Of the compounds above, these have two or more sulfur atoms.
SMILES	M. tuberculosis	influenza NS1A	PhoP GFP inhibition	inhibitors of VEEV	H37Rv inhibition	others
CSc1sc(C)cc1C=O	-4%	4%	8%	0.4%	0%
CC(=O)Nc1ccc(S(=O)(=O)Nc2nnc(Cc3ccc(Cl)cc3)s2)cc1	14%	7%	-19%	i	7%
CCOC(=O)CNC(=S)N(CCCN1CCCCCC1)Cc1cccs1	1%	6%	-9%	i	1%	inhibitors of VEEV 10K pilot screen=0.0

Additional compounds follow:
SMILES	M. tuberculosis	influenza NS1A	PhoP GFP inhibition	inhibitors of VEEV	H37Rv inhibition	others
Cc1[nH]c(=O)c(C#N)c(C)c1[N+](=O)[O-]	14%	-1%	5%	1.4%	-4%
O=C(Cc1cccc(NC(=O)C2CCCN(C(=O)C3CCC3)C2)c1)Nc1cccc(C(=O)N2CCCC2)c1 (configuration not stated)	7%	7%	.	i	-9%	inhibitors of VEEV 10K pilot screen=0.7
O=C(CN1C(=O)c2ccccc2C1=O)NC1(C(=O)O)CCCC1	.	7%	.	7.1%	.
COc1ccccc1-n1c(SCC(=O)Nc2ccc(C)cc2)nc(O)cc1=O	16%	7%	8%	0.3%	0%
C=CCn1c(SCC(=O)NC2CCS(=O)(=O)C2)nc2scc(C3CC3)c2c1=O (configuration not stated)	4%	-8%	-11%	3.4%	-11%
O=C(Nc1c2c(nn1-c1ccccc1)CS(=O)(=O)C2)c1ccccc1C(F)(F)F	-8%	-10%	-10%	2.0%	-10%
CCCc1cc(=O)n2nc(N3CCC(C(=O)NCc4ccc(C)o4)CC3)sc2n1	-5%	9%	-18%	i	4%
O=S(=O)(Nc1cccc(-c2cn3c(n2)SCC3)c1)c1ccccc1	19%	-1%	-6%	6.8%	-2%
COCCNC(=O)C(=O)NCCN1CCOCC1	-14%	0%	-13%	3.8%	-1%
CC(=O)c1cn(Cc2ccc(C#N)cc2)c2ccccc12	17%	-1%	-4%	0.7%	6%	inhibitors of VEEV 10K pilot screen=0.9
CCc1nnc(NS(=O)(=O)c2ccc(NC(=O)OC)cc2)s1	17%	-7%	1%	i	7%
C(=N\Nc1ccccn1)/c1ccc2c(c1)OCCO2	6%	6%	-3%	2.2%	-4%
O=C(/C=C/C=C/c1ccc2c(c1)OCO2)N1CCCCC1	30%	-2%	17%	0.3%	-6%
COc1ccc(/C=C2/SC(=O)N(CCNC(=O)C3COc4ccccc4O3)C2=O)cc1 (configuration not stated)	-8%	-5%	-13%	1.5%	0%
CC1(c2ccccc2Cl)NC(=O)N(CC(=O)NC(=O)NCc2ccco2)C1=O (configuration not stated)	25%	-19%	-1%	3.1%	-4%
CN(C(=O)Cc1c(C(=O)O)n(C)c2ccccc12)c1ccc(F)cc1	-15%	-5%	5%	1.6%	-3%
COc1cccc(C2CC(c3cccs3)=NN2C(=S)Nc2ccccc2)c1OC (configuration not stated)	33%	-3%	1%	9.1%	-7%
O=C1OC(c2ccco2)=N/C1=C\c1ccc(-c2cccc(C(F)(F)F)c2)o1	?	3%	-15%	0.7%	49%
Cc1ccc(NC(=O)CSc2nc3ccccc3c(=O)n2CCCC(=O)NCCCN2CCOCC2)cc1	29%	-1%	-4%	1.6%	-2%
COCCN1C(=O)N[C@@H](CCc2ccccc2)[C@H](C(=O)OC)[C@H]1C	12%	5%	3%	0.2%	-2%
COc1ccc(C=C2NC(=S)NC2=O)cc1	.	2%	.	i	.
O=C(CSc1nnnn1-c1ccc(O)cc1)c1ccc(F)cc1	21%	.	9%	2.7%	-3%
CCOC(=O)c1c(C)sc(Sc2ccc(Cl)cc2[N+](=O)[O-])c1OC	7%	-2%	-7%	2.1%	5%
CCC1CCCCN1S(=O)(=O)c1ccc(NC(=O)C2CCN(C(=O)c3ccco3)CC2)cc1 (configuration not stated)	18%	0%	5%	2.4%	21%
N#CCC(=O)Nc1ccc(C(=O)NCCc2c[nH]c3ccccc23)cc1	11%	2%	0%	1.4%	5%

Of the compounds above, six have a thiophene ring, fused or not:
SMILES	M. tuberculosis	influenza NS1A	PhoP GFP inhibition	inhibitors of VEEV	H37Rv inhibition	others
CSc1sc(C)cc1C=O	-4%	4%	8%	0.4%	0%
CCOC(=O)c1c(NC(=O)C2CCCO2)sc2c1CCC2 (configuration not stated)	-2%	5%	9%	i	7%
CCOC(=O)CNC(=S)N(CCCN1CCCCCC1)Cc1cccs1	1%	6%	-9%	i	1%	inhibitors of VEEV 10K pilot screen=0.0
C=CCn1c(SCC(=O)NC2CCS(=O)(=O)C2)nc2scc(C3CC3)c2c1=O (configuration not stated)	4%	-8%	-11%	3.4%	-11%
COc1cccc(C2CC(c3cccs3)=NN2C(=S)Nc2ccccc2)c1OC (configuration not stated)	33%	-3%	1%	9.1%	-7%
CCOC(=O)c1c(C)sc(Sc2ccc(Cl)cc2[N+](=O)[O-])c1OC	7%	-2%	-7%	2.1%	5%
